CHO-K1 Ca antag = nonselective inhibitor or artifact in parental CHO-K1 cells; ATP-induced calcium, Fluo-8 fluorescence; inhibition, % at 3 µM; 360,000 tested, 0.6% active;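 active means inhibition above a per-plate cutoff, the plate's mean sample inhibition plus 3 SD, cut at about 24% in these data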;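 further: 0% = DMSO plus EC80 ATP and 100% = DMSO alone without ATP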
M1 antag = antagonists of human M1 muscarinic receptor; CHO-K1 hM1, Fluo-8 calcium fluorescence, ACh EC80 antagonist; inhibition, % at 3 µM; P11229; 360,000 tested, 1.3% active;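 active means percent inhibition above its own plate's cutoff, namely the mean of that plate's compound wells plus 3 SD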;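 further: peak over basal fluorescence ratio during 140 s after agonist addition; 0% = ACh EC80 plus DMSO and 100% = DMSO alone without agonist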
Target sequence (P11229 whole entry, looked up): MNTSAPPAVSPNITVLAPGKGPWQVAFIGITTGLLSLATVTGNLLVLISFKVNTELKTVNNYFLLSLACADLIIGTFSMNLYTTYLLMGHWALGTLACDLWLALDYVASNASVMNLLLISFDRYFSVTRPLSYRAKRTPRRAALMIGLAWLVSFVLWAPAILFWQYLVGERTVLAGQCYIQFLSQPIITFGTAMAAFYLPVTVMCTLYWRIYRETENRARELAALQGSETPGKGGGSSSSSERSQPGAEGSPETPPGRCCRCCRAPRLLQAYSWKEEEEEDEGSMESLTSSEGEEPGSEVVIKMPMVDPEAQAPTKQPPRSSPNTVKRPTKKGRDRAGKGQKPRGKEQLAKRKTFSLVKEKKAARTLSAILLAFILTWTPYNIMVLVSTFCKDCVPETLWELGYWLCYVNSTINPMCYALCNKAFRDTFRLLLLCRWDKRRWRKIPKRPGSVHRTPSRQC
CHO-K1 Ca PAM = M1 PAM counterscreen hit in parental CHO-K1 cells; ATP EC20, Fluo-8 calcium fluorescence; 0% at ATP EC20, 100% at ATP max; activation, % at 3 µM; 360,000 tested, 0.02% active; AID 602247;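 active means activation above the run cutoff, the mean activation of all test compounds plus 3 SD, cut at about 40% in these data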;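 further: peak over basal fluorescence ratio in a 140 s read after ATP addition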
M1 ag = human M1 muscarinic receptor agonism | P11229 | CHO-K1 hM1, Fluo-8 calcium fluorescence, agonist mode; 0% DMSO, 100% acetylcholine EC100 | activation, % at 3 µM | 360,000 tested, 0.33% active | AID 588814;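 active means activation above the run's mean compound activation plus 3 SD, cut at about 16% in these data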;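 further: peak over basal fluorescence ratio within a 140 s kinetic read after compound addition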
TAAR1 antag = antagonists of human TAAR1; 360,000 tested, 1.5% active; AID 624466; inhibition, % at 3 µM; CHO RD-HGA16 TAAR1, Fluo-8 calcium fluorescence, antagonist; Q96RJ0;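 active means inhibition above a per-plate cutoff, the mean inhibition of test compounds on that plate plus 3 SD, cut at about 49% in these data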;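 further: 0% = DMSO plus EC80 beta-PEA response and 100% = DMSO alone without agonist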
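Test system – hTAAR1-expressing CHO RD-HGA16 cells, Gα16-coupled · Also added – β-PEA at EC80 concentration, post-compound challenge · Compound – 3 µM, single point · Incubation – dye loading 75 min at 37 °C, then 30 min room temperature · Measured by – Fluo-8 intracellular calcium dye fluorescence, real-time kinetic reads · Benchmarks – vehicle and agonist controls · Replicates – singlicate, one well per test compound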
M1 ag parental = nonselective activator or artifact in parental CHO-K1 cells | Fluo-8 calcium fluorescence; scaled to maximal ATP response, vehicle zero | 360,000 tested, 0.48% active | activation, % at 3 µM; in the data active means activation above about 15%;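 further: untransfected CHO-K1 host cells lacking M1 receptor as counterscreen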
OXTR potentiator = potentiates the human oxytocin receptor response. P30559. CHO-OTR cells, Fluo-8 calcium fluorescence, potentiator mode; 0% = oxytocin EC15, 100% = EC100. activation, % at 3 µM. 320,000 tested, 0.061% active;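 active means activation above that plate's cutoff, the mean activation of tested compounds plus 3 SD, cut at about 6.6% in these data, passing the limit was not always enough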;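 further: 100% uses oxytocin at 75 nM as the full agonist control; some results filed as inactive read as strong as hits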
Target sequence (P30559 whole entry, looked up): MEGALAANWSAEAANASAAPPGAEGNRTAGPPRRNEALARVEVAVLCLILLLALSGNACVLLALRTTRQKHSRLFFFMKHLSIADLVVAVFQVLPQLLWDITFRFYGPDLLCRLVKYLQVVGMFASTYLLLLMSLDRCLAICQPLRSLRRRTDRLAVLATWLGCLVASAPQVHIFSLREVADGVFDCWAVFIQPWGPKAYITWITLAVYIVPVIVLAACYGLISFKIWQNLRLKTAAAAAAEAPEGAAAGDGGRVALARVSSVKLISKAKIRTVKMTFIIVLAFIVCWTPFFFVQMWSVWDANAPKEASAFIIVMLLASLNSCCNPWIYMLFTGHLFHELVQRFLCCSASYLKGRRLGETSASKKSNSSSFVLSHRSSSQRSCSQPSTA
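Assay system: CHO cell line stably expressing human OTR | Also added: Oxytocin at about EC15, sub-maximal agonist stimulus | Times: Compound 6 min at room temperature before oxytocin, 100 s read | Measured by: Fluo-8 intracellular calcium fluorescence, ex 470-495, em 515-575 nm | Controls: EC15 oxytocin alone as 0%, 75 nM oxytocin as 100%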
CHO parental Ca = signal in parental CHO cells, OX1R antagonist counter-screen; 330,000 tested, 0.63% active; parental CHO-K1, ATP-induced calcium, Fluo-8 fluorescence; AID 463079; inhibition, % at 5.6 µM;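 active means inhibition above that plate's mean sample inhibition plus 3 SD, cut at about 26% in these data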;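 further: 0% = ATP-challenged DMSO wells and 100% = DMSO wells without ATP; some compounds past the cut are filed as inactive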
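Test system: untransfected parental CHO cell line; also added: ATP stimulus; dosing: 5.6 µM, single dose; signal: calcium-sensitive Fluo-8 fluorescence; measure: percent inhibition of ATP-evoked calcium rise, normalized to controls; benchmarks: low control ATP plus DMSO, high control DMSO only; replication: one well per compound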
TAAR1 ag = agonists of human TAAR1 | Q96RJ0 | CHO RD-HGA16 TAAR1, Fluo-8 calcium fluorescence; vehicle wells 0%, saturating PEA agonist 100% | activation, % at 3 µM | 360,000 tested, 0.99% active;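 active means activation above the mean activation of all test compounds in the run plus 3 SD, cut at about 38% in these data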
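Test system: RD-HGA16 (CHO) cells co-expressing Gα16 and hTAAR1; dosing: one-point dosing at 3 µM (nominal); timing: 17-24 h seeding, 75 min 37 °C dye, 30 min RT; signal: kinetic Fluo-8 calcium fluorescence; read-out basis: % activation relative to PEA EC100 response; controls: DMSO and PEA EC100; replicates: n 1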
An asterisk follows results filed as active; . = not tested or not shown.

SMILES	CHO-K1 Ca antag	M1 antag	CHO-K1 Ca PAM	M1 ag	TAAR1 antag	M1 ag parental	OXTR potentiator	CHO parental Ca	TAAR1 ag
COc1ccc(CCNC(=O)C/C(C)=N/NC(=O)COc2ccc(C)cc2Br)cc1OC	-16	-5	1	-4	-8	0.4	-6	-26	3
COc1ccc(C(=O)Nn2c(SCC(=O)NCC3CCCO3)nc3ccccc3c2=O)cc1 (stereo not drawn)	-18	-13	1	0	10	0.3	-1	-19	0
COc1ccc(/C=C(/C(=O)Nc2ccccc2C(=O)N2CCCC2)c2ccccc2)cc1	8	2	13	-4	24	13	2	-16	7
O=c1c(=O)n(O)c2ccccc2n1O	-14	-11	-3	-2	0	0.1	-2	-3	8
CC1CN(C(=O)[C@@H]2CCCN2S(=O)(=O)c2ccc(Cl)cc2)CC(C)O1 (stereo partly drawn)	-6	-5	6	-2	-17	0.1	.	.	0
Cc1cccc(CSc2nnc(-c3cnccn3)n2C)c1	-8	-6	5	-3	-34	0.6	1	-1	1
CC(=O)Nc1ccc(C(=O)N2CCCCC2c2cc(C(=O)Nc3cccc(C#N)c3)no2)cc1 (stereo not drawn)	4	8	-1	-3	-4	2.5	.	.	10
Cc1cc(C)c(-c2c(N)cc(Br)cc2Br)c(N)c1	-2	-7	-8	-2	14	0.2	.	.	-1
Cc1nc(NC(=O)c2ccccc2)sc1C1(C)CC(c2ccccc2F)=NO1 (stereo not drawn)	-8	-20	6	0	40	0.3	9	3	21
CC(=O)c1ccccc1NC(=O)c1ccc(OCc2c(C)noc2C)cc1	-13	-10	21	-5	24	-0.7	6	-24	1
CCc1nc2c(OCCn3cccc3)cccn2c1N(C)C(=O)c1ccccc1F	-3	-9	10	-6	-11	0.0	.	.	1
Cc1nn(C)c(C(=O)Nc2cccc(CN3CCOCC3)c2)c1Br	-14	-13	21	-3	-7	1.9	-5	-10	6
COc1ccc(NC(=O)COC(=O)c2ccc3c(c2)OCCO3)cc1	-13	-4	15	-1	-19	2.1	.	.	4
Cc1nc(NC(=O)c2cnccn2)ccc1Br	4	-12	13	0	-12	0.0	.	.	2
COCc1cc(S(=O)c2ccc(Cl)cc2)nc(C)n1 (stereo not drawn)	-9	1	7	-3	5	0.0	.	.	-1

Shown bar-delimited: 3 of the compounds above
Compound | CHO-K1 Ca antag | M1 antag | CHO-K1 Ca PAM | M1 ag | TAAR1 antag | M1 ag parental | OXTR potentiator | CHO parental Ca | TAAR1 ag
Cc1cccc(CSc2nnc(-c3cnccn3)n2C)c1 | -8 | -6 | 5 | -3 | -34 | 0.6 | 1 | -1 | 1
CC(=O)Nc1ccc(C(=O)N2CCCCC2c2cc(C(=O)Nc3cccc(C#N)c3)no2)cc1 (stereo not drawn) | 4 | 8 | -1 | -3 | -4 | 2.5 | . | . | 10
Cc1cc(C)c(-c2c(N)cc(Br)cc2Br)c(N)c1 | -2 | -7 | -8 | -2 | 14 | 0.2 | . | . | -1

Continuation:
SMILES	CHO-K1 Ca antag	M1 antag	CHO-K1 Ca PAM	M1 ag	TAAR1 antag	M1 ag parental	OXTR potentiator	CHO parental Ca	TAAR1 ag
CC(C)C(=O)Nc1nnc(SCC(=O)NC2CC2)s1	19	-13	-5	0	11	0.1	-6	-16	0
COc1ccc(CNCCNC(=O)c2nonc2N)cc1OC	23	4	-5	-4	1	-0.2	3	-1	15
Cc1[nH]n(-c2nc(-c3ccc(Cl)cc3)cs2)c(=O)c1N=Nc1ccc(O)cc1	20	18	-10	-3	8	-0.1	-1	-11	6
COC(=O)c1cc(Br)c(=O)n(-c2nccs2)c1	2	-5	9	-4	6	0.1	-2	-1	-2
Cn1ncc(C#N)c1NC(=O)c1nn2cccnc2c1Cl	16	-14	-9	1	-8	-0.6	-8	-1	2
COc1cc(/C=C(\NC(=O)c2ccccc2)C(=O)NCC(=O)O)c([N+](=O)[O-])cc1OC	-15	-15	20	-2	-1	1.5	-11	-5	3
O=C(O)c1ccc(Cn2nnc3sc4c(c3c2=O)CCCC4)cc1	9	-6	-16	-13	10	0.5	-17	-21	2
CN1CCN(c2ccccc2NC(=O)c2cc3c(s2)-c2ccccc2OC3)CC1	-16	-2	13	-2	-3	0.9	-7	15	11
C[C@H](NC(=O)COc1ccccc1)C(=O)OCC(=O)c1cc2ccccc2o1	-12	-17	15	-2	-17	0.5	.	.	1
CCCCC[C@@H]1[C@H]2[C@H]3C(=O)N(c4ccccc4)C(=O)[C@H]3CC(=O)[C@H]2[C@H](c2ccccc2)N1S(=O)(=O)c1ccc(C)cc1	15	-5	11	-1	-18	0.6	.	.	1
CC(=O)N1CCc2c(sc(NC(=O)c3ccc([N+](=O)[O-])o3)c2C#N)C1	5	5	-5	-2	-18	-0.3	.	.	16
CCCN1C(=O)c2cc(C(=O)Nc3ccc(OC)c(OC)c3)ccc2C1Nc1ccc(OC)c(OC)c1 (stereo not drawn)	-9	1	26	-4	12	0.1	-8	-19	1
CCc1ccc(/C=C2\SC(=S)N(CCC(=O)NCCCN3CCOCC3)C2=O)cc1	-7	-14	2	-3	-39	5.5	-11	-20	2
CC1(C)C2CC=C(/C=N/NC(=O)c3ccc(O)cc3)C1C2 (stereo not drawn)	6	-2	-2	-8	8	0.1	-14	-9	17
Cc1ccnc(N2CCC(C(=O)NCc3ccc4c(c3)OCO4)CC2)n1	3	-9	15	-7	12	1.0	6	-7	12

For reference, seven of the compounds above.
SMILES	CHO-K1 Ca antag	M1 antag	CHO-K1 Ca PAM	M1 ag	TAAR1 antag	M1 ag parental	OXTR potentiator	CHO parental Ca	TAAR1 ag
C[C@H](NC(=O)COc1ccccc1)C(=O)OCC(=O)c1cc2ccccc2o1	-12	-17	15	-2	-17	0.5	.	.	1
CCCCC[C@@H]1[C@H]2[C@H]3C(=O)N(c4ccccc4)C(=O)[C@H]3CC(=O)[C@H]2[C@H](c2ccccc2)N1S(=O)(=O)c1ccc(C)cc1	15	-5	11	-1	-18	0.6	.	.	1
CC(=O)N1CCc2c(sc(NC(=O)c3ccc([N+](=O)[O-])o3)c2C#N)C1	5	5	-5	-2	-18	-0.3	.	.	16
CCCN1C(=O)c2cc(C(=O)Nc3ccc(OC)c(OC)c3)ccc2C1Nc1ccc(OC)c(OC)c1 (stereo not drawn)	-9	1	26	-4	12	0.1	-8	-19	1
CCc1ccc(/C=C2\SC(=S)N(CCC(=O)NCCCN3CCOCC3)C2=O)cc1	-7	-14	2	-3	-39	5.5	-11	-20	2
CC1(C)C2CC=C(/C=N/NC(=O)c3ccc(O)cc3)C1C2 (stereo not drawn)	6	-2	-2	-8	8	0.1	-14	-9	17
Cc1ccnc(N2CCC(C(=O)NCc3ccc4c(c3)OCO4)CC2)n1	3	-9	15	-7	12	1.0	6	-7	12

Continuation:
SMILES	CHO-K1 Ca antag	M1 antag	CHO-K1 Ca PAM	M1 ag	TAAR1 antag	M1 ag parental	OXTR potentiator	CHO parental Ca	TAAR1 ag
CCOC(=O)CCN1C(=O)c2ccccc2Sc2ncccc21	-10	-23	19	-3	-1	2.7	-4	-7	1
Cc1ccc(NC(=O)C(C)SCC(=O)Nc2ccc(F)cc2)cc1S(=O)(=O)N1CCOCC1 (stereo not drawn)	-6	-18	8	0	-56	2.2	-9	-26	3
O=C(Nc1nnc([C@@H]2C[C@H](O)[C@@H](CO)O2)s1)c1cccc(Oc2ccccc2)c1	-3	-11	-3	-1	5	0.3	.	.	0
Cc1ccc(CNC(=O)CSc2ccc(-c3ccccn3)nn2)cc1	-16	-6	19	-2	-28	0.9	2	-2	0
Cc1ccnc(NS(=O)(=O)c2ccc(NC(=O)c3cc(-c4ccccc4)nc4ccccc34)cc2)n1	-14	3	17	-6	15	0.5	-3	5	2
CC(C)(NO)/C(=N/O)c1ccc(Br)cc1	-5	-8	4	-5	9	-0.2	-8	-7	-1
CCOC(=O)C1CCN(S(=O)(=O)c2ccc3c(c2)CC(=O)N3C)CC1	-3	-3	-10	-1	-9	0.1	-6	2	5
COc1ccc(C(=O)OCc2cc(=O)n3ccsc3n2)cc1F	-11	-10	23	-2	-14	1.0	-3	-4	1
COC(=O)C1CCN(C(=O)C2CCC(=O)N(CCCc3ccccc3)C2)CC1 (stereo not drawn)	2	-8	-1	-2	2	-0.1	2	5	1
CC1CN(c2oc(-c3cccs3)nc2C#N)CC(C)O1 (stereo not drawn)	-8	-6	14	-5	-13	1.3	-2	-14	9
COCCn1c(SCC(=O)N2CCCC2)nnc1C(C)C	15	12	-7	-2	5	1.5	-8	-14	8
CCOC(=O)c1oc2ccc(S(=O)(=O)N3CCOCC3)cc2c1C	-4	-2	20	-6	-9	0.7	-7	-15	0
CC(C(=O)N1CCCCC1)N(C)CC(=O)Nc1cccc(F)c1 (stereo not drawn)	.	.	.	.	10	.	-6	-15	2
COc1ccc(C)cc1NC(=O)C1CCN(S(=O)(=O)c2cccs2)CC1	-11	4	-11	1	15	0.5	0	-5	2
O=C(NCCN1CCOCC1)c1cc2cc(Br)ccc2oc1=O	-14	-7	24	-5	10	0.4	-6	4	0
C/C(Cc1ccccc1)=N\NC(=O)CNC(=O)c1cccc(Cl)c1	-11	-10	11	-4	-31	0.6	-7	5	0
C[C@]1(C(=O)O)C=C[C@@H](Cc2ccccc2)N1C(=O)c1ccccc1	-12	-3	9	-2	14	-0.1	-5	-5	9
COCCCn1c(SCC(=O)N2CCc3ccccc32)nnc1-c1ccco1	2	-9	3	-4	1	0.9	-7	-26	4
CC(C)=C(NC(=O)c1ccco1)C(=O)NCCc1nc2ccccc2[nH]1	0	-1	11	-2	-13	0.1	-4	-9	4
COc1cc(OC)cc(C(=O)N[C@H](C(=O)Nc2c(C)n(C)n(-c3ccccc3)c2=O)C(C)C)c1	-5	-9	-3	-5	-11	-0.6	-1	-6	6
COCc1ccc(CN2CCCC(C(=O)Nc3ccccc3-c3ccc(OC)cc3)C2)o1 (stereo not drawn)	-2	8	-18	-4	-14	0.9	-5	5	1
CCOC(=O)c1cn2c(C)cccc2n1	-7	1	6	-4	-2	-0.1	-13	-8	1
C[C@@H]1CN([C@H](C)CO)S(=O)(=O)c2ccc(C#Cc3cccc(F)c3)cc2O[C@@H]1CN(C)C(=O)CN1CCOCC1	-10	3	27	-4	36	3.7	.	.	15
CC(C)C[C@H]1CN(CCCC[C@H]2CNC(=O)C(=O)N2CCc2ccccc2)C(=O)C(=O)N1CC1CCCCC1	4	.	-6	.	-16	0.3	.	.	4
COc1cc(NC(=O)c2ncn[nH]2)cc(OC)c1OC	22	2	0	1	7	-0.5	.	.	7
